High-throughput results: PubChem, several laboratories
rCAG RNA binder: r(CAG) repeat RNA binding | TO-PRO-1 dye displacement fluorescence | inhibition, % at 3 µM | 370,000 compounds, 1.3% hits;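 active = inhibition above the plate cutoff, the mean of all test compounds on that plate plus 3 SD, cut at about 35% in these data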;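 note: 0% = DMSO alone and 100% = 100 µM mitoxantrone as full dye displacement; higher means more dye released from RNA so lower well fluorescence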
UHRF1 MBD2 ctr: human UHRF1 methylated DNA binding inhibitors; Q96T88; UHRF1 binding to methylated oligo, TR-FRET; inhibition, % at 4.4 µM; 370,000 compounds, 0.75% hits; in the data active = inhibition above about 21%;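 note: UHRF1 SRA domain binding a hemimethylated CpG hairpin DNA probe; 0% = median of test compound wells and 100% = reference inhibitor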
HTRA1 inhibitor: blocks human HTRA1 serine peptidase; Q92743; recombinant HTRA1, FP-rhodamine activity-based probe, fluorescence polarization; inhibition, % at 5.96 µM; 340,000 compounds, 0.5% hits; in the data active = inhibition above about 36%;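 note: 0% = enzyme with DMSO and 100% = wells lacking enzyme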
PRMT1 FP inh: inhibitors of human PRMT1; inhibition, % at 2.79 µM; AID 652257; recombinant PRMT1, activity-based probe fluorescence polarization; 370,000 compounds, 1.3% hits; Q99873;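 active = inhibition above about 21% made by adding two undisclosed values, limit read from the data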
ABHD4 inh: inhibits mouse alpha/beta hydrolase domain 4. purified mABHD4, FP-Rh probe fluorescence polarization. 370,000 compounds, 0.54% hits. inhibition, % at 8.92 µM. AID 720543;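 active = inhibition exceeding the mean over every tested compound plus 3 SD, cut at about 30% in these data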;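 note: 0% = plate median of compound wells and 100% = S159A mutant with DMSO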
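Material: mouse ABHD4 enzyme, wild type; Benchmarks: S159A mutant high control, sample median low control; Buffer or medium: HEPES pH 7.0, NaCl, Pluronic buffer; Signal: fluorescence polarization; Read-out: percent inhibition of probe binding, normalized to plate controls; Timing: pre-incubation 45 min, probe exposure 60 min, at 25 °C; Dosing: 8.92 µM, single dose.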
LEDGF integ inh: blocks HIV-1 LEDGF/p75-dependent DNA integration. TR-FRET IN-LEDGF/p75 DNA integration, Eu/Cy5. inhibition, % at 3.7 µM. 370,000 compounds, 0.64% hits;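 active = inhibition above the screen-wide mean plus 3 SD, cut at about 13% in these data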;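 note: signal is the Cy5 over europium emission ratio at 671 and 618 nm; 0% = plate median of compound wells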
MBD2 DNA inh: MBD2-methylated oligo binding inhibition; Q9UBB5; TR-FRET, MBD2 binding to methylated oligonucleotide; inhibition, % at 4.4 µM; 370,000 compounds, 0.31% hits; in the data active = inhibition above about 13%
Target sequence (Q9UBB5 whole entry, looked up): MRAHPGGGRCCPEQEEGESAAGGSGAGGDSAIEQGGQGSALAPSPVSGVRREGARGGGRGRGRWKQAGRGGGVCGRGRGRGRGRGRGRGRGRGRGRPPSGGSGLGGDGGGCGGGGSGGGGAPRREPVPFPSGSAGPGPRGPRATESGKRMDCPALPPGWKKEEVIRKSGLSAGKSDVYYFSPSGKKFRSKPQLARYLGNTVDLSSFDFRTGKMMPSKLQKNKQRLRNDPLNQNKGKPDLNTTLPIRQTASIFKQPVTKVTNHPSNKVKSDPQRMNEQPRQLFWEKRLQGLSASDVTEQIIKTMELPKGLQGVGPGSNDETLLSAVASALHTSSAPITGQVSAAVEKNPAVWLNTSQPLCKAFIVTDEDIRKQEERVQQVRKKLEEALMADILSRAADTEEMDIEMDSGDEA
PG9 Ab binder: binds the HIV-1 gp120 antibody PG9 | AID 624416 | inhibition, % at 6.7 µM | TR-FRET gp120-PG9 antibody binding | 360,000 compounds, 0.43% hits; in the data active = inhibition above about 8.5%
NR1D1 modulator: Rev-erb alpha (human) modulation; P20393; AID 1259318; activity, % at 10 µM; 370,000 compounds, 0.79% hits; Rev-erbα–FITC-DNA binding, fluorescence polarization, 90 min;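 active = activity above about 14%, limit read from the data; passing the limit was not always enough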;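 note: 0% = DMSO wells with 35 nM protein and 100% = DMSO wells with 750 nM protein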
Target sequence (P20393 whole entry, looked up): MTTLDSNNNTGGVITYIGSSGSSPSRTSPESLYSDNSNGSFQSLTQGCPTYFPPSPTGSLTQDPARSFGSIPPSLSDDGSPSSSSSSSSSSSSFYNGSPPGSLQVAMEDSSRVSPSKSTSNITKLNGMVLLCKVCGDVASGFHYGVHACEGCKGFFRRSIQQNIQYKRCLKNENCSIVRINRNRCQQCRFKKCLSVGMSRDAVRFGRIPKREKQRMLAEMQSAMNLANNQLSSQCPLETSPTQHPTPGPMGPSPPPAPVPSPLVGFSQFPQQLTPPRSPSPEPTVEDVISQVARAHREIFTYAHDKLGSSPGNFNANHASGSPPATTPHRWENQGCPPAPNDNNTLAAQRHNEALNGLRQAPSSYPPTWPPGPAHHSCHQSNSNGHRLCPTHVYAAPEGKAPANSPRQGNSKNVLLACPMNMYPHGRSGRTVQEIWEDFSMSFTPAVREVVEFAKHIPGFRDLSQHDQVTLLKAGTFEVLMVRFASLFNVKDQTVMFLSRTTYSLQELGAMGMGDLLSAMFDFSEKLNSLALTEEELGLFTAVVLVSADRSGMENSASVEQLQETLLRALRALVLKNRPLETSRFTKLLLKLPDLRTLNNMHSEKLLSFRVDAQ
TCR CD3 inh: human TCR-CD3 binding inhibition | inhibition, % at 9.4 µM | TAMRA-labeled TCR probe fluorescence, biochemical | 360,000 compounds, 0.37% hits; in the data active = inhibition above about 19%;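 note: recombinant mutant TCR 2C K166C tagged with TAMRA read by polarization; 0% = receptor in buffer alone and 100% = receptor with positive control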
An asterisk follows results filed as active; nt = not tested or not shown. These rows are one share of the data; the hit share may differ from the screen's.

SMILES | rCAG RNA binder | UHRF1 MBD2 ctr | HTRA1 inhibitor | PRMT1 FP inh | ABHD4 inh | LEDGF integ inh | MBD2 DNA inh | PG9 Ab binder | NR1D1 modulator | TCR CD3 inh
CCC(=O)NC(=S)Nc1ccc(N2CCN(C(=O)c3ccc(Cl)cc3)CC2)cc1 | -2 | -1 | -7 | 0 | 5 | -3 | -2 | -0.7 | 1 | -2
CCCc1c(C(=O)N/N=C/c2c(OC)ccc3ccccc23)nnn1-c1nonc1N | 1 | -1 | -2 | -1 | 0 | 3 | 2 | -1.2 | -14 | 7
CSCCC(NC(=O)c1ccc(C)o1)C(=O)O (configuration not stated) | -2 | 1 | 13 | 4 | 2 | 0 | -6 | 2.6 | -4 | -6
Cc1ccc(C(=O)OCN2C(=O)c3ccccc3C2=O)c(O)c1 | 2 | -3 | 0 | 1 | 3 | -2 | -1 | -0.7 | 5 | 3
CCN(Cc1cnn(C)c1)C(=O)c1ccc2nc(Cc3ccccc3F)oc2c1 | 2 | 11 | 4 | 2 | 4 | 3 | -1 | -0.3 | -1 | 5
CCOc1ccc(-n2c(SCc3cc(=O)oc4cc(C)ccc34)nnc2-c2cccnc2)cc1 | 0 | -1 | -8 | 4 | 1 | 3 | -3 | 2.2 | 4 | -2
COc1ccc(OC)c(-c2nnc3n2N=C(c2ccc(OC)c(OC4CCOC4)c2)CS3)c1 (configuration not stated) | 3 | 1 | 0 | 3 | 9 | 0 | -1 | -0.4 | -4 | 11
O=C(CCS(=O)(=O)c1ccc(Cl)cc1)Nc1ccc(F)cc1 | -1 | -1 | 5 | 0 | 1 | -4 | 0 | 0.3 | 10 | -6
CC1CN=C(NS(=O)(=O)c2ccccc2)N1 (configuration not stated) | 1 | 2 | 2 | 6 | 1 | 4 | -1 | -1.2 | -1 | -3
Oc1c(/C=N/c2ccccn2)sc2ccccc12 | 2 | 0 | -1 | 25* | -8 | 0 | -3 | -5.8 | 2 | -19
Cc1nc(NC(=O)C2CCCCC2C(=O)O)sc1C (configuration not stated) | 0 | 4 | 0 | -2 | -5 | 4 | -1 | 0.8 | 0 | -10
O=C(O)Cc1ccc(NC(=O)c2ccc(Cl)c(Cl)c2)cc1 | 3 | 1 | 4 | -2 | -9 | 2 | -5 | -1.3 | -5 | 3
CCN(CC)c1nc2c(c(=O)[nH]c(=O)n2C)n1CCOc1ccccc1 | -7 | 0 | 10 | 3 | 7 | 0 | 5 | -1.6 | 5 | -8
C=CCN(CC=C)Cc1cc(=O)oc2cc(C)c(Cl)cc12 | 3 | 1 | nt | -6 | -4 | 5 | -1 | 0.2 | -1 | 2
CN1CCN(c2ccc(NC(=O)c3ccc4c(c3)OCCO4)cc2Cl)CC1 | -2 | 8 | 5 | 6 | -8 | 3 | 9 | 0.4 | -2 | -13
CC(CCc1ccccc1)NC(=O)CNC(=S)N(Cc1cccs1)C1CCCC1 (configuration not stated) | -7 | 2 | -30 | -2 | 0 | 4 | 1 | 0.4 | -2 | -1
CC1=CCC(COC(=O)Nc2ccccc2)CC1 (configuration not stated) | -5 | 1 | -22 | 3 | -7 | -1 | 0 | 0.2 | -5 | 0
COc1ccc(C(=O)Nc2nc(-c3cccs3)cs2)cc1 | 8 | -1 | -48 | 3 | -35 | 1 | -3 | -4.2 | 4 | 3
COCCNC(=O)c1cc2c(c(-c3cccc(C#Cc4ccc(OC)c(OC)c4)c3)n1)[C@@H](CCO)N(S(=O)C(C)(C)C)C2 (some centres not stated) | 9 | 0 | nt | -2 | 2 | 1 | -2 | -1.1 | 5 | 8
CCOC(=O)c1sc2nc(CSCC(=O)OCc3ccc(C(=O)OC)o3)[nH]c(=O)c2c1C | 5 | -3 | -4 | 1 | -4 | 3 | -6 | -1.3 | -3 | 5
O=C(COc1ccc2c(c1)C(=O)CC1(CCCCC1)O2)NCc1ccccn1 | -7 | 1 | 2 | -1 | -7 | 1 | 2 | 1.5 | 2 | -2
COc1cccc(NC(=O)COc2ccc(C(=S)N3CCN(C)CC3)cc2OC)c1 | -6 | 0 | 1 | -2 | -2 | -2 | 4 | -0.9 | 0 | 9
c1ccc2sc(N3CCCN(Cc4nc(-c5cnccn5)no4)CC3)nc2c1 | -7 | -1 | -2 | -6 | 2 | 1 | 0 | -1.4 | -4 | 6
O=S(=O)(/C=C/c1ccccc1)Nc1ccc2c(c1)OCO2 | 3 | 1 | 0 | 0 | -1 | -3 | -2 | -0.9 | 1 | 6
COc1ccc(NC(=O)CSc2nnc(CCC(=O)Nc3ccc(C)c(Cl)c3)n2C)cc1 | -1 | 3 | -10 | 1 | -1 | -5 | 3 | -2.9 | 0 | -5

Overlap with the part before: 3 compounds; new compounds follow.
SMILES | rCAG RNA binder | UHRF1 MBD2 ctr | HTRA1 inhibitor | PRMT1 FP inh | ABHD4 inh | LEDGF integ inh | MBD2 DNA inh | PG9 Ab binder | NR1D1 modulator | TCR CD3 inh
c1ccc2sc(N3CCCN(Cc4nc(-c5cnccn5)no4)CC3)nc2c1 | -7 | -1 | -2 | -6 | 2 | 1 | 0 | -1.4 | -4 | 6
O=S(=O)(/C=C/c1ccccc1)Nc1ccc2c(c1)OCO2 | 3 | 1 | 0 | 0 | -1 | -3 | -2 | -0.9 | 1 | 6
COc1ccc(NC(=O)CSc2nnc(CCC(=O)Nc3ccc(C)c(Cl)c3)n2C)cc1 | -1 | 3 | -10 | 1 | -1 | -5 | 3 | -2.9 | 0 | -5
CCCn1nc(C(=O)N(C)CC(=O)Nc2ccc(OCC)c(OCC)c2)c2ccccc2c1=O | 2 | 0 | 9 | -3 | 0 | 1 | -2 | -0.6 | 5 | -2
CNC(=O)CN(Cc1ccccc1)S(=O)(=O)c1ccccc1 | 0 | 0 | 0 | 4 | 2 | -1 | -5 | -1.9 | 1 | 1
COc1cc(C(=O)N2CCN(C)C(C)C2)ccc1OC1CCN(C(C)=O)CC1 (configuration not stated) | -7 | 3 | 4 | 5 | 4 | -3 | 0 | 0.3 | -3 | 0
O=C(COC(=O)c1cc(-c2cccs2)nc2ccccc12)NC1CCS(=O)(=O)C1 (configuration not stated) | 9 | -3 | -20 | -2 | 1 | 1 | -1 | 2.3 | -1 | 3
COc1ccc(C2CC(=O)C3=C(C2)Nc2ccccc2N(C(C)=O)C3c2ccco2)cc1 (configuration not stated) | 3 | 0 | -4 | -1 | -4 | -3 | 3 | -1.1 | -1 | 1
O=C(Cn1cnc2c(nnn2Cc2ccc(F)cc2)c1=O)NCc1ccco1 | 6 | 3 | 1 | 2 | 4 | 3 | -3 | -1.0 | 1 | 0
N#Cc1c(-c2ccncc2)c2c([nH]c1=O)-c1ccccc1OC2 | 0 | 10 | nt | 8 | 2 | -1 | 3 | 0.2 | -2 | 9
Nc1c(C(=O)N/N=C/c2cccnc2)cnn1-c1ccccc1 | 0 | -2 | 8 | 0 | -4 | -1 | -7 | -2.2 | 5 | 3
COc1cccc(-c2nnc(NC(C)=O)o2)c1 | 2 | -2 | 0 | -4 | -3 | 6 | -1 | 1.6 | -1 | 4
CCSc1nnc(CNC(=O)C23CC4CC(CC(C4)C2)C3)n1C1CCCCC1 | 0 | 0 | 0 | 0 | 6 | 0 | -4 | -2.1 | 1 | 5
COc1ccc(OC(=O)N(C)C[C@@H]2OCc3cn(nn3)CCCC(=O)N([C@@H](C)CO)C[C@H]2C)cc1 | 0 | 1 | 4 | -3 | 6 | -4 | 0 | 0.2 | -4 | 0
CC(=O)C1=C(O)C(=O)N(CCCn2ccnc2)C1c1ccc(Cl)cc1 (configuration not stated) | -1 | -5 | -1 | -1 | 1 | 0 | -1 | -2.3 | 4 | 4
COCCN(C(=O)CCC(=O)Nc1cc(C)on1)C(C(=O)NC1CCCC1)c1ccc(C)cc1 (configuration not stated) | -9 | 1 | 5 | 1 | -6 | -3 | 0 | -2.5 | 2 | 0
COCCNc1ncnc2c1nc1n2CCCC1 | 1 | -3 | 3 | 0 | 3 | -2 | 6 | 1.0 | -2 | -5
CCC(CC)C(=O)N(C)c1c(C)nc2c(OCC=C(C)C)cccn12 | 0 | 2 | nt | 3 | 8 | -2 | 5 | 0.0 | 2 | -3
Cc1noc(C)c1C(=O)Nc1ccc(C#N)cc1 | 1 | 9 | 0 | -1 | -2 | -3 | 4 | -0.1 | -3 | -1
O=C(CN1C2=NCCN2c2ccccc21)N1CCOCC1 | -1 | 2 | nt | 0 | 4 | -2 | -1 | 0.3 | -4 | -2
COc1ccc(C=Nn2c(-c3ccc(F)cc3)n[nH]c2=S)c(OC)c1OC | 25 | 3 | nt | 30* | -2 | -3 | 7 | nt | -1 | nt
O=C(CN1C(=O)C2CCc3[nH]c4ccccc4c3C2C1=O)N1CCCC1 (configuration not stated) | 7 | 4 | 2 | 1 | 2 | 4 | -3 | 3.0 | 3 | 1
CC(NCC(O)c1ccc([N+](=O)[O-])cc1)C12CC3CC(CC(C3)C1)C2 (configuration not stated) | -1 | 22* | -5 | 3 | -1 | 4 | -4 | 0.7 | 5 | -9
CC(=O)Nc1ccc(NC(=O)COc2ccc(Br)cc2C)cc1 | -3 | 20 | -2 | -1 | -7 | 2 | 4 | -0.2 | 0 | 3
CCOc1cc(N2CCOCC2)c(OCC)cc1NC(=O)c1nc2nc(C)cc(C)n2n1 | -2 | 0 | 0 | -4 | -2 | 6 | -2 | -0.6 | 0 | -2
CCNC(=O)CC1SC(=Nc2ccccc2C)N(C)C1=O (configuration not stated) | -1 | 2 | 2 | -2 | 4 | 3 | 7 | -0.6 | -2 | -5
CN[C@H]1C[C@H]2c3[nH]c4c(-c5cccc(C)c5)cccc4c3CCN2C(=O)[C@H]1[C@H](C)O | 3 | 1 | nt | -1 | 13 | 3 | 2 | nt | 3 | nt
COc1cc(C=O)ccc1OCCOc1ccccc1[N+](=O)[O-] | 4 | 2 | 1 | 3 | 1 | -3 | -2 | -0.3 | 5 | -3

Reprinted from the part before: 2 entries; new compounds follow.
SMILES | rCAG RNA binder | UHRF1 MBD2 ctr | HTRA1 inhibitor | PRMT1 FP inh | ABHD4 inh | LEDGF integ inh | MBD2 DNA inh | PG9 Ab binder | NR1D1 modulator | TCR CD3 inh
CN[C@H]1C[C@H]2c3[nH]c4c(-c5cccc(C)c5)cccc4c3CCN2C(=O)[C@H]1[C@H](C)O | 3 | 1 | nt | -1 | 13 | 3 | 2 | nt | 3 | nt
COc1cc(C=O)ccc1OCCOc1ccccc1[N+](=O)[O-] | 4 | 2 | 1 | 3 | 1 | -3 | -2 | -0.3 | 5 | -3
S=c1[nH]nc(-c2ccco2)n1C1CCCCC1 | 0 | -1 | 3 | -3 | 3 | 3 | -3 | 0.1 | 3 | 7
CCCCCCOc1ccc(/C(C)=N/NC2=NCCN2)cc1[N+](=O)[O-] | -2 | 1 | -4 | 1 | 16 | 7 | 1 | -1.5 | 3 | 7
N#Cc1ccc(COc2cccc3cccnc23)cc1 | 4 | 1 | -5 | 2 | 3 | -9 | 2 | -1.1 | 3 | -9
CCC(=O)OCCCCCCOc1ccc(C(=O)O)cc1 | 10 | 1 | -4 | -2 | -10 | 4 | 0 | 0.2 | -5 | 0
O=C1/C(=C/c2cccnc2)N=C2CCCCCN12 | 1 | -1 | 7 | -6 | -7 | 2 | -2 | -6.4 | -1 | 7
CCCc1nc2c(C)ccc(C)c2c(N)c1CC | 7 | 3 | 2 | -1 | 8 | 0 | -1 | -0.3 | -3 | 0
